# Screening results from PubChem.
# MrgX1 antag – blocks BAM8-22 activation of human MrgX1 receptor. Q96LB2. MRGX1-HEK293 calcium flux, Fluo-4, BAM8-22 antagonism; active compounds read low. AID 588676. B-score at 10 µM. actives 1.3% (n = 310,000);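 active = calcium-response B-score plate-corrected more than 3 library SD below zero, starting fluorescence within 5 deviations, no agonist response on first addition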;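 also: peak minus trough fluorescence over baseline after final BAM8-22 challenge near maximal dose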
# Target sequence (Q96LB2 whole entry, looked up): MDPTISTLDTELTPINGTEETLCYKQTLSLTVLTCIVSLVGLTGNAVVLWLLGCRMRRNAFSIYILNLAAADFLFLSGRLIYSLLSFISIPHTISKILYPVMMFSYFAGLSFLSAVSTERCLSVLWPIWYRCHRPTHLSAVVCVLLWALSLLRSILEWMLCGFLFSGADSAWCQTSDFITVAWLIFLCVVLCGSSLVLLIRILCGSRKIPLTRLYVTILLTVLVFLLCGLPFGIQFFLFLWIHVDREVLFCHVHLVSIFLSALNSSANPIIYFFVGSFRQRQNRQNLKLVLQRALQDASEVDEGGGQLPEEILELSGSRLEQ
# TRPC4 act – activators of mouse TRPC4 channel. Q9QUQ5. HEK293 TRPC4beta/mu-opioid, Fluo4 calcium fluorescence; active compounds read high. B-score at 10 µM. actives 0.49% (n = 310,000). AID 2237;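 active = B-score above 5 SD of library B-scores, and initial fluorescence ratio not above library mean plus 5 SD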;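 also: positive B-score marks a calcium rise read as TRPC4 activation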
#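 Test system: HEK293 cells stably co-expressing mouse TRPC4beta and mu-opioid receptor | Schedule: Fluo4 dye loading 45 min at room temperature, 110 s recording | Measured by: Kinetic Fluo4 calcium fluorescence, 5 s baseline at 1 Hz | Evaluation: B score of integrated ratio | Controls: Buffer (low) and maximal DAMGO (high)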
# TMEM16A inh – inhibitors of mouse TMEM16A calcium-activated chloride channel | Q8BHY3 | HEK293 TMEM16A/YFP iodide influx fluorescence, ionomycin | normalized B-score (activity score, 25-100; higher = stronger inhibition) at 10 µM | actives 1.2% (n = 310,000) | AID 588511;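 active = ratio plate-corrected score three or more library SD toward inhibition, starting fluorescence score within five deviations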;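 also: score derived from kinetic fluorescence span divided by baseline fluorescence per well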
# TRPC4 block – TRPC4 (mouse) channel inhibition; Q9QUQ5; HEK293 TRPC4beta/mu-opioid, DAMGO-evoked Fluo4 calcium flux; active compounds read low; B-score at 10 µM; actives 0.39% (n = 300,000); AID 2247;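 active = B-score over 3 SD under the library average, no early fluorescence shift, positive overall ratio signal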
#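 Test system – stable TRPC4beta/mu-opioid receptor HEK293 cells · Probe or stimulus – DAMGO, a submaximal dose followed by a maximal one · Dosing – one concentration per compound · Signal – Fluo4 calcium fluorescence by kinetic imaging, 5 s 1 Hz baseline · Evaluation – per-well B score of integrated baseline-normalized Fluo4 ratio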
# MrgX1 ag – agonists of human MrgX1 receptor; Q96LB2; MrgX1-HEK293 cells, Fluo-4 calcium fluorescence, agonist mode; active compounds read high; B-score at 10 µM; actives 0.44% (n = 310,000); AID 588627;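 active = calcium response B-score plate-corrected fluorescence ratio at least 3 library SD, with starting fluorescence B-score inside 5 SD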
#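 Material: MrgX1-expressing HEK293 cells; input: 15,000 cells per well; doses: test compound given as first of three sequential additions; schedule: overnight plating before 1 h dye loading; technique: Fluo-4 NW calcium-flux fluorescence, kinetic read; evaluation: baseline-normalised fluorescence change ratio, B-scored; control set: plate-wise positive and negative controls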
# TRPC6 inh – mouse TRPC6 channel inhibition | Q61143 | actives 1.1% (n = 310,000) | B-score at 10 µM | HEK293-TRPC6, membrane potential dye, ACh-evoked depolarization; active compounds read low | AID 2553;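 active = B-score under library mean minus 3 SD, initial fluorescence not abnormally high, positive integrated signal ratio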;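 also: B-score derived from integrated fluorescence ratio over the kinetic read; more negative B-score means stronger inhibition of depolarization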
# ANO1 activ – activates or potentiates the mouse TMEM16A chloride channel; B-score at 10 µM; HEK293 TMEM16A/YFP-H148Q/I152L, iodide quench fluorescence; active compounds read low; actives 0.3% (n = 340,000); Q8BHY3;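 active = fluorescence-ratio B-score plate-corrected deviation score at least 3 library SD below zero, with starting fluorescence score within 5 deviations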;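 also: channel opened by trigger with iodide after compound preincubation; score built on the fluorescence ratio of max minus min over baseline; more negative score means more quench and so TMEM16A activation or potentiation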
# MrgX1 allo act – human MrgX1 positive allosteric modulation, primary screen | Q96LB2 | MrgX1-HEK293, Fluo-4 calcium flux, FDSS; active compounds read high | B-score at 10 µM | actives 0.63% (n = 310,000) | AID 588675;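 active = plate-corrected calcium response at least 3 library SD above typical, normal starting fluorescence, not activating the receptor alone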;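 also: compound read alongside a low EC10 to EC30 dose of BAM8-22 agonist; peak minus trough fluorescence over baseline measured at the second addition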
# TRPC4 potent – allosterically enhances the mouse TRPC4 cation channel; Q9QUQ5; HEK293 TRPC4beta/mu-opioid, DAMGO EC20, Fluo-4 Ca2+ flux; active compounds read high; B-score at 10 µM; actives 0.42% (n = 310,000); AID 2227;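 active = B-score of calcium response area above 5 SD of library B-scores, with initial fluorescence ratio within 5 SD of library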;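 also: B-score of integrated fluorescence ratio over time as area under calcium response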
# RGS4 block – inhibitors of human RGS4; B-score at 10 µM; actives 0.45% (n = 310,000); HEK293 M3R/RGS4 inducible, Fluo-4 calcium flux; active compounds read high; triggered by carbachol at its EC20;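 active = B-score, a plate-corrected calcium signal, over three deviations above library mean, with baseline fluorescence within five deviations of library mean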;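 also: RGS4 expression induced by doxycycline in cells with stable M3 receptor; B-score is computed from the integrated fluorescence ratio over baseline after carbachol; higher B-score means a larger calcium signal and so more RGS4 inhibition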
# Target sequence (P49798 whole entry, looked up): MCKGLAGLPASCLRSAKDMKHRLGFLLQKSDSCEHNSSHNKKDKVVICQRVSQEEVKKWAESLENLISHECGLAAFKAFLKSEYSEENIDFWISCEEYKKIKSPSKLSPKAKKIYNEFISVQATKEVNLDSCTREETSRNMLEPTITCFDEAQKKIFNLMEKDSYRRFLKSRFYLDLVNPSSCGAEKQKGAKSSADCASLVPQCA
# TRPC6 act – mouse TRPC6 channel activation. actives 0.13% (n = 310,000). AID 2550. Q61143. HEK293-TRPC6 membrane potential dye fluorescence; active compounds read high. B-score at 10 µM;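 active = B-score of the integrated fluorescence ratio above library mean plus 3 SD, and starting fluorescence ratio within library mean plus 5 SD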;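 also: higher score means more depolarization so channel activation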
# Starred values were filed as active, the others as inactive; i = inactive; . = not tested or not shown.
SMILES,MrgX1 antag,TRPC4 act,TMEM16A inh,TRPC4 block,MrgX1 ag,TRPC6 inh,ANO1 activ,MrgX1 allo act,TRPC4 potent,RGS4 block,TRPC6 act
CCOC(=O)c1cc(CC)sc1NC(=O)CSc1nc2ccccc2c(=O)n1Cc1ccco1,i,i,i,i,i,i,i,i,i,i,i
Cc1ccc(C(=O)NN2C(=O)C3C4c5ccccc5C(c5ccccc54)[C@@H]3C2=O)cc1 (some centres not stated),i,i,i,i,i,i,i,i,i,i,i
CCOC(=O)c1cnc2c(C)c(Cl)ccc2c1NCCCN1CCOCC1,i,i,i,i,i,i,i,9.1*,i,i,i
O=C(COc1ccccc1)Nc1nc2c(s1)CCCC2,i,i,i,i,i,i,i,i,i,i,i
COc1ccc2c(c1)[N+](C)(C)C(C)(C)C=C2C,i,i,i,i,i,i,i,i,i,i,i
Cc1cc(C)cc(NC(=S)N2CCN(c3ccc(F)cc3)CC2)c1,i,i,i,i,i,i,i,i,i,i,i
CC(=O)N1c2ccc(S(=O)(=O)N3CCCC3)cc2CC1C(=O)NCc1ccc(OC(C)C)cc1 (configuration not stated),i,i,i,i,i,i,i,i,i,i,i
O=C(Cc1cc(=O)[nH]c(=O)[nH]1)N1CCN(C(=O)c2ccco2)CC1,i,i,i,i,i,i,i,i,i,i,i
Cc1onc(-c2ccccc2)c1CNC(=O)Nc1ccc(C(F)(F)F)cc1,i,i,i,i,i,i,i,i,i,i,i
CCCCN(C)Cc1c(O)ccc2c(=O)c(-c3ccccc3OC)coc12,i,i,i,i,i,i,i,i,i,i,i
CC1CC(C)CN(C(=O)Nc2ccc(Br)cc2)C1 (configuration not stated),i,i,i,i,i,i,i,i,i,i,i
COc1ccc(N2CCN(c3ncnc4c3nnn4Cc3ccccc3Cl)CC2)cc1,i,i,i,i,i,i,i,i,i,i,i
COc1ccc(/C=C(\C#N)C(=O)OCC(=O)NCc2ccccc2OC)cc1,i,i,i,i,i,i,i,i,i,i,i
Cc1cc(C)c(OCC(=O)Nc2nc3ccccc3[nH]2)c(C)c1,i,i,i,i,i,i,i,i,i,i,i
CCOc1cc(OCC)nc(S(C)(=O)=O)n1,i,i,i,i,i,i,i,i,i,i,i
Cc1oc2c(C)c3oc(=O)c(CCC(=O)NCCCCCC(=O)O)c(C)c3cc2c1C,i,i,i,i,i,i,i,i,i,i,i
COc1ccccc1CNC(=O)CNCCc1ccc(OC)c(OC)c1,i,i,i,i,i,i,i,i,i,i,i
COc1ccc(-c2ccc(SCC(=O)N3CCN(c4ccccc4)CC3)nn2)cc1,i,i,i,i,i,i,i,i,i,i,i
CCN(CC(=O)Nc1c(F)cccc1F)C(=O)COc1cccc2c1OC(C)(C)C2,-5.4*,i,i,i,i,i,i,i,i,i,i
O=C1CCC(CCC(=O)N2CCCC(C(=O)c3ccc(Cl)cc3)C2)=NN1 (configuration not stated),i,i,i,i,i,i,i,i,i,i,i
O=C1NC(c2ccc(Br)cc2)=N/C1=C/c1ccco1,i,i,i,i,i,i,i,i,i,i,i
Cc1ccc(-c2nn(-c3ccccc3)cc2C(=O)Nc2ccc(C)c(S(=O)(=O)N3CCOCC3)c2)cc1,i,i,i,i,i,i,i,i,i,i,i
O=C1OC(Cc2ccccn2)C(=O)C1=C1SCCS1 (configuration not stated),i,i,i,i,i,i,i,i,i,i,i
COC(=O)c1ccccc1NC(=O)C1CCCN(S(=O)(=O)c2ccccc2)C1 (configuration not stated),i,i,i,i,i,i,i,i,i,i,i
CCC(=O)NC(Nc1cc(C)ccn1)(C(F)(F)F)C(F)(F)F,i,i,i,i,i,i,i,i,i,i,i
Cc1cc(Cl)ccc1OCC(=O)Nc1nc(-c2cccnc2)cs1,i,i,i,i,i,i,i,i,i,i,i
COc1ccc(NC(=O)CN(c2ccc(C(C)C)cc2)S(=O)(=O)c2c(C)noc2C)cc1OC,i,i,i,i,i,i,i,i,i,i,i
CC(C)NC(=O)NC(=O)COC(=O)c1ccc([N+](=O)[O-])cc1Cl,i,i,i,i,i,i,i,i,i,i,i
CC(=O)Nc1cccc(NC(=O)CSc2nc(=O)n(Cc3ccncc3)c3c2CCC3)c1,i,i,i,i,i,i,i,i,i,i,i
CN(C)S(=O)(=O)c1cccc(NC(=O)COC(=O)c2cn(-c3ccccc3)nc2-c2ccccc2)c1,i,i,i,i,i,i,i,i,i,i,i
COc1ccc(NC(=O)CNc2ccc(C#N)cc2)cc1,i,i,i,i,i,i,i,i,i,i,i
Cn1c(=O)c2c(ncn2CC(=O)N2CCN(c3ccc(F)cc3)CC2)n(C)c1=O,i,i,i,i,i,i,i,i,i,i,i
O=C1CCN(Cc2ccc(Br)cc2)CCN1[C@H](CO)c1ccccc1,i,i,i,i,i,i,i,i,i,i,i
O=C(O)CSc1c(O)c2ccccc2[nH]c1=O,i,i,i,i,i,i,i,i,i,i,i
CCc1ccc(NC(=O)c2cccc(C(=O)Nc3ccc(CC)cc3)n2)cc1,i,i,i,i,i,i,i,i,i,i,i
COc1ccccc1NC(=O)c1ccc(-n2cncn2)nc1,-5.2*,i,i,i,i,i,i,i,i,i,i
Clc1ccc2scc(CN3CCCC3)c2c1,i,i,i,i,i,i,i,i,i,i,i
CC1(C)CC(CCC(=O)Nc2ccccc2Cl)C(=O)O1 (configuration not stated),i,i,i,i,i,i,i,i,i,i,i
Cc1ccc(CNC(=O)CCCc2nc3ccccc3s2)cc1,i,i,i,i,i,i,i,i,i,i,i
Cc1noc(/C=C/N(C)C)c1S(=O)(=O)N1CCCC(C(=O)Nc2ccc3c(c2)OCO3)C1 (configuration not stated),i,.,i,.,i,.,i,i,.,.,.
Cn1c(SCC(=O)c2ccccc2)nnc1-c1cnccn1,i,i,i,i,i,i,i,i,i,i,i
COc1cc(C(=O)OC2CCCCC2=O)cc(OC)c1C (configuration not stated),i,i,i,i,i,i,i,i,i,i,i
COc1ccccc1NS(=O)(=O)c1ccc2nc(CCl)[nH]c2c1,i,i,i,i,i,i,i,i,i,i,i
CC1CCc2sc(NC(=S)NC(=O)c3ccccc3)c(C#N)c2C1 (configuration not stated),i,i,i,i,i,i,i,i,i,i,i
Cc1ccc(CNC(=O)C2CCC(=O)N(CCc3ccccc3)C2)s1 (configuration not stated),i,i,i,i,i,i,i,i,i,i,i
CSc1nnc(N(CCC#N)CCC#N)s1,i,i,i,i,i,i,i,i,i,i,i
COc1cc2c(=O)n(Cc3ccccc3)c(=O)n(CC(=O)C(C)(C)C)c2cc1OC,i,i,i,i,i,i,.,i,i,i,i
COc1ccc(-c2[nH]n(-c3ccc([N+](=O)[O-])cc3)c(=O)c2C=NCc2ccccc2)cc1,i,i,i,i,i,i,i,i,i,i,i
CCOC(=O)c1c(NC(=O)COC(=O)c2cc(OC)c(OC)cc2[N+](=O)[O-])sc(C)c1CC,i,i,i,i,i,i,i,i,i,i,i
COc1cccc2cc(-c3nc(-c4cccs4)cs3)c(=O)oc12,i,i,i,i,i,i,i,i,i,i,i
CCC(=O)Nc1ccc2c(c1)nc1n2CCN(CCOC)C1,i,i,i,i,i,i,i,i,i,i,i
Cc1cc(C)nc(SCC(=O)c2cc3ccccc3oc2=O)n1,i,i,i,i,i,i,i,i,i,i,i
COc1ccc2nc(N(CCN(C)C)C(=O)c3ccc4ccccc4c3)sc2c1,i,i,i,i,i,i,i,i,i,i,i
Cc1cc(N2CCN(C)CC2)nc2ccc(NC(=S)NCc3cccs3)cc12,i,i,i,i,i,i,i,i,i,i,i
COc1ccc(Nc2nnc(SCC(=O)/C=C3/N(C)c4ccccc4C3(C)C)s2)cc1,i,i,i,i,i,i,i,i,i,i,i
COc1ccc(C2NC3=C(CCCC3)C(C#N)(C#N)C2(C#N)C#N)cc1 (configuration not stated),i,i,i,i,i,i,.,i,i,i,i
O=C(O)CCc1nnc(SCC(=O)Nc2ccc(Br)cc2)[nH]c1=O,i,i,i,i,i,i,i,i,i,i,i
O=C(NCCc1ccc(F)cc1)N1CCOCC1,i,i,i,i,i,i,i,i,i,i,i
Cn1c(CNC(=O)c2ccccc2F)nnc1SCc1nc2ccccc2c(=O)[nH]1,i,i,i,i,i,i,.,i,i,i,i
CCOc1ccc(C2=CSC3=NCCN23)cc1[N+](=O)[O-],i,i,i,i,i,i,i,i,i,i,i

# Additional results follow.
SMILES,MrgX1 antag,TRPC4 act,TMEM16A inh,TRPC4 block,MrgX1 ag,TRPC6 inh,ANO1 activ,MrgX1 allo act,TRPC4 potent,RGS4 block,TRPC6 act
CC1CCCN(c2ccc(C(=O)OCn3nnc4ccccc4c3=O)cc2[N+](=O)[O-])C1 (configuration not stated),i,i,i,i,i,i,i,i,i,i,i
CCNc1nc(NC(C)C)nc(N(C#N)C(C)C(=O)N(CC)CC)n1 (configuration not stated),i,i,i,i,i,i,i,i,i,i,i
C=CCn1c(CNC(=O)c2ccco2)nnc1SCC(=O)N1c2ccccc2Sc2ccccc21,i,i,i,i,i,i,i,i,i,i,i
CCOC(=O)c1cc(S(=O)(=O)Nc2ccc(F)cc2F)cn1C,i,i,i,i,i,i,i,i,i,i,i
Nc1c(Cl)nc(-c2ccccc2)nc1Cl,i,i,i,i,i,i,i,i,i,i,i
CC(=O)c1c(C)[nH]c(C(=O)Nc2cc(C)ccc2C)c1C,i,i,i,i,i,i,i,i,i,i,i
COc1ccc2c(c1)c(C(=O)O)c(C)n2-c1ccc(Cl)cc1,i,i,i,i,i,i,i,i,i,i,i
CCOC(=O)C1=C(C)N(c2ccc(C)c(C)c2)C(=O)/C1=C\c1ccco1,i,i,i,i,i,i,i,i,i,i,i
Cn1ncnc1SCc1cn2cccnc2n1,i,i,i,i,i,i,i,i,i,i,i
